Bioassay records from PubChem BioAssay.
FN deposit inh: inhibitors of fibronectin matrix deposition, primary screen, AH1F cells, Alexa488-fibronectin fluorescence, plate reader; 0.086% of 350,000 active; AH1F fibroblasts, overnight; AID 743247, 2014; inhibition, % at 12.6 µM;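 active = mean inhibition across replicates of 30% or more, regardless of how many single replicates reach that level; inconclusive = mean under 30% yet at least half of replicates reach 30%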;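 also: positive control wells lacked labelled fibronectin entirely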
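Test system: AH1F fibroblast monolayer depositing Alexa488-labelled fibronectin into matrix. Input: 10000 cells per well. Technique: fluorescence, ex 485 nm, em 525 nm. Buffer or medium: DMEM plus 2% serum, read in PBS. Timing: 1 h cell adhesion before compound, then overnight fibronectin incubation. Compound: single dose, pinned. Read-out basis: inhibition from reduced deposited-fibronectin fluorescence.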
esBAF inh: Bmi1 luciferase reporter increase in mESCs, primary screen, esBAF inhibitor project, mouse ES cells, Bmi1 luciferase knock-in, single point; 24 h; 100% = twice the neutral-well signal; 2% of 350,000 active; reporter increase, % at 12.5 µM; in the data active = activation above about 40%; inconclusive = no clear call, values can overlap the other calls;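 also: 0% = median of the plate's neutral control wells and 100% = double that signal; a rise in the Bmi1 reporter signal indicates esBAF inhibition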
CASP6 VEID inh: human caspase-6 inhibitors, primary screen, biochemical, VEID-R110 fluorescence, single point, set 2. purified caspase-6, Z-VEID-R110 cleavage fluorescence. 0.53% of 350,000 active. inhibition, % at 12.5 µM. AID 686996, 2013. P55212;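 active = mean inhibition across replicates at least about 35%, with every replicate also reaching that limit, limit read from the data; inconclusive = only one of the two criteria met; inactive = neither criterion met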;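 also: 0% = median of neutral control wells and 100% = no fluorescence left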
Target sequence (P55212 24-179 limits assumed): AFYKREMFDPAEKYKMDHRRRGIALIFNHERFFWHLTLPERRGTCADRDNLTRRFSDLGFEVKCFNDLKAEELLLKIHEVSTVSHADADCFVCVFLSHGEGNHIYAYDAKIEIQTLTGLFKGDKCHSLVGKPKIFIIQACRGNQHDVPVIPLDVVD
Target sequence (P55212 194-293 limits assumed): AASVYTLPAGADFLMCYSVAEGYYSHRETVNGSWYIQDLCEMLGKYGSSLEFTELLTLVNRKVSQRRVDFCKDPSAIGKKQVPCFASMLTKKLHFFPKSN
S100A4 MyoIIA: inhibitors of S100A4-myosin IIA peptide binding, primary screen, biochemical, fluorescence polarization, TAMRA-MyoIIA peptide. AID 652163, 2013. 0.14% of 360,000 active. inhibition, % at 10.7 µM. Protein S100-A4 (Homo sapiens), P26447;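 active = mean inhibition of at least 70% across replicates, with every replicate also reaching that level; inconclusive = mean inhibition reaches 70% but some replicates fall short; inactive = mean inhibition below 70%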
Target sequence (P26447 whole entry, looked up): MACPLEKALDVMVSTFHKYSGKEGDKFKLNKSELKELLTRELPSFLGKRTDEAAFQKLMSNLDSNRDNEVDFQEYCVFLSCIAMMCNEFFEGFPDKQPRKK
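Assay system: human S100A4 monomer with TAMRA-labelled myosin IIA peptide / Buffer or medium: Calcium-containing HEPES buffer, pH 7.2 / Reagent: TAMRA-labelled myosin IIA heavy-chain peptide probe, 5 nM / Compound: one dose per compound / Timing: polarization read 5 min after assay mix addition, stable 5–60 min / Benchmarks: neutral control DMSO, positive control TFP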
LGR2 inh: inhibitors of bursicon-induced LGR2 CRE-luciferase signal, primary screen, cell-based, HEK293, CRE-luciferase reporter, bursicon stimulation; inhibition, % at 9.99 µM; Drosophila bursicon receptor LGR2 (rickets); AID 720647, 2013; bursicon-stimulated, 4 h; 0.35% of 380,000 active;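 active = drop in luminescence signal, shown as inhibition above about 50% in the replicate tests, limit read from the data, passing the limit was not always enough; inconclusive = probably only some replicates passing the limit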;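 also: agonist challenge used bursicon conditioned medium at about half maximal strength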
SIRT5 inh: SIRT5 desuccinylase inhibitors, primary screen, biochemical, fluorescence imaging, single point, set 5. NAD-dependent protein deacylase sirtuin-5, mitochondrial (Homo sapiens), Q9NXA8. Purified SirT5, succinyl-peptide AMC, trypsin-coupled fluorescence. inhibition, % at 15 µM. 1.1% of 330,000 active. AID 652115, 2013; in the data active = inhibition above about 15%; inconclusive = no clear call, values can overlap the other calls
Target sequence (Q9NXA8 whole entry, looked up): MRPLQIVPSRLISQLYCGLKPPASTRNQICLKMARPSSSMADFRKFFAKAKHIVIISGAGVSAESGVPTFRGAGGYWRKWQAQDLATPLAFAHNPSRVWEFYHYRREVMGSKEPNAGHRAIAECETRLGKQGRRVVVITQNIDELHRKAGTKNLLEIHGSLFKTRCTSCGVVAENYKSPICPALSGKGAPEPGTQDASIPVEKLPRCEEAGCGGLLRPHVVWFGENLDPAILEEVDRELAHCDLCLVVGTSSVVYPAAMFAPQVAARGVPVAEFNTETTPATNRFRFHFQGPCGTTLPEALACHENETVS
Statin myotox sup: suppressors of statin myotoxicity in C2C12 myotubes, primary screen, cell-based, single point, plate reader | C2C12 myotubes + simvastatin, ATP luminescence, 48 h; scaled: DMSO 0, geranylgeraniol control 100 | rescue of ATP level, % at 7.49 µM | 0.78% of 330,000 active | AID 602340, 2012;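 active = mean ATP rescue above about 67%, or every replicate alone reaching that limit, limit read from the data, passing the limit was not always enough; inconclusive = no clear call, values can overlap the other calls; inactive = mean under the limit and some replicate under it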;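 also: myotubes were challenged with 10 µM simvastatin during compound exposure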
An asterisk follows results filed as active; ? = inconclusive; / = not tested or not shown. Only part of the results is shown, so the mix of outcomes need not match the whole.

molecule	CASP6 VEID inh	SIRT5 inh	S100A4 MyoIIA	Statin myotox sup	LGR2 inh	FN deposit inh	esBAF inh
O=C(CCc1ccccc1)NC1CCCc2ccccc21 (stereo not given)	1	2	1	13	-22	-2	-4
C[C@H](CO)N1C[C@H](C)[C@H](CN(C)C(=O)Nc2ccc3c(c2)OCO3)Oc2ccc(NC(=O)Cn3cnnn3)cc2CC1=O	-2	-1	2	38	21	/	2
C=CCN1C(=O)C(CC(=O)O)SC1=Nc1ccc(C(=O)O)cc1 (stereo not given)	2	1	13	4	11	/	-8
C[C@H]1CN([C@@H](C)CO)C(=O)c2cccc(NC(=O)Nc3ccc4c(c3)OCO4)c2O[C@@H]1CN(C)S(=O)(=O)c1cccs1	1	-4	1	-39	10	/	44*
CO[C@@H]1CN(C)C(=O)c2ccc(NS(=O)(=O)CC(F)(F)F)cc2OC[C@@H](C)N(C(=O)c2ccc3c(c2)OCO3)C[C@@H]1C	/	/	/	5	12	-2	-1
CC(C)[C@H](N)c1nnc2n1N=C(c1ccc(Cl)cc1)CS2	-1	1	-1	-1	4	2	-2
C/C=C/c1ccc2c(c1)O[C@@H](CN(C)C(=O)CN(C)C)[C@H](C)CN([C@@H](C)CO)S2(=O)=O	-1	2	5	2	2	0	-2
COc1cccc(-c2nc(CS(=O)(=O)CC(=O)Nc3cc(C)ccc3C)c(C)o2)c1	-2	-1	-1	-5	-5	1	-3
O=C(CN1C(=O)C2CC=CCC2C1=O)Nc1ccc(S(=O)(=O)NC2=NCCCCC2)cc1 (stereo not given)	/	/	/	-3	/	7	-5
COc1ccccc1Nc1nc(NCCCN(C)C)nc(N)c1[N+](=O)[O-]	-14	3	-1	20	3	-11	5
O=C(C[C@H]1C=C[C@@H](NC(=O)NC2CCCCC2)[C@@H](CO)O1)NCc1ccc(F)cc1	1	1	4	-1	21	3	-4
CNC[C@H]1Oc2ccc(NS(C)(=O)=O)cc2CC(=O)N([C@H](C)CO)C[C@H]1C	/	-2	7	-39	2	/	-3
CCCNC(=O)N1C[C@H](C)[C@@H](OC)CN(C)C(=O)c2cc(NC(=O)CCC)ccc2OC[C@@H]1C	1	8	-10	4	15	-1	1
CNC(=O)COc1ncnc2scc(-c3ccc(F)cc3)c12	1	-1	-20	/	/	5	/
NC(=O)c1ccc[n+](CC(=O)OCCC23CC4CC(CC(C4)C2)C3)c1	/	/	/	2	/	-1	3
COc1ccc2c3c(n(C)c2c1)[C@H](CO)NCC31CCN(C(=O)Nc2ccc(F)cc2F)CC1	1	2	7	/	11	12	/
O=C(CN1C(=O)COc2ccccc21)Nc1ccc(N2CCOCC2)cc1	1	0	1	/	12	3	/
CCCC(=O)OCC(=O)NC1CCCc2ccccc21 (stereo not given)	1	-3	-7	/	?	-3	/
CCCCNC(=O)C1(C)CCC(=O)N1CCOC (stereo not given)	-4	-9	-5	-1	-19	2	-8
C/C(=N/Nc1ccc([N+](=O)[O-])cc1)c1ccc(C)cc1C	0	0	3	2	-73	2	38
CCCS(=O)(=O)c1c(S(=O)(=O)CCC)c2c(C(N)=O)cccn2c1C(=O)c1ccc(F)cc1	-3	-6	-3	15	22	-12	-6
O=C(NCCc1ccccc1)C(=O)c1c(-c2ccccc2)[nH]c2ccccc12	-4	-4	0	1	42	-4	2
CC(CNC(=O)CC[C@H]1O[C@@H](n2ccc(=O)[nH]c2=O)[C@H](O)[C@@H]1O)c1ccccc1 (stereo not given in full)	2	-1	-2	0	13	1	-2
CCOC(=O)C1(Cc2ccccc2)CCCN(C(=O)c2cnn(CC)c2)C1 (stereo not given)	-1	-5	6	-5	-70	-8	65*
O=C(C[C@@H]1CC[C@@H]2[C@H](COC[C@@H](O)CN2C(=O)Nc2cccc(F)c2)O1)NCCCN1CCOCC1	-1	-2	-10	-3	4	-11	17
Cc1cccc(C(O)c2ncc(-c3ccc(F)cc3)[nH]2)c1C (stereo not given)	1	-5	-2	-5	9	6	6
Cc1nc2cc(NC(=O)c3ccco3)ccc2n1C	0	4	-1	5	-9	/	-17
CCOc1cc(/C=C2/NC(=O)N(CC(=O)OC)C2=O)ccc1OC	2	-1	-1	10	-16	0	-4
CCCn1ncc(CN2CCN(CCc3ccccc3)C(CCO)C2)c1C (stereo not given)	1	-2	2	/	-1	/	/
CCOC(=O)C(NC(=O)Nc1cccc(C)n1)(OCC(F)(F)F)C(F)(F)F (stereo not given)	/	/	/	3	/	1	7
CC(=O)N(C)C[C@@H]1[C@@H](c2ccc(-c3ccccc3F)cc2)[C@@H](CO)N1C(C)=O	1	7	-3	1	-11	/	0
Cc1ccc(CN2CCN(Cc3ccc(Oc4ncccn4)cc3)CC2CCO)cc1 (stereo not given)	0	-2	9	1	5	-2	-4
COc1ccc(OCC(=O)N/N=C(\C)CC(=O)Nc2ccc(OC)cc2[N+](=O)[O-])cc1	0	0	4	/	3	-4	/
O=C(C[C@@H]1C[C@@H]2c3cc(NC(=O)Nc4ccccc4F)ccc3O[C@@H]2[C@@H](CO)O1)NC1CCCC1	-1	-3	-42	-6	-16	-3	-2
CCOc1c2ccc(C(=O)NCc3ccco3)cc2nn1CCOC	2	/	-1	27	-8	-3	-7
N#CCc1ccc(NS(=O)(=O)c2cccs2)cc1	/	/	/	0	/	2	-2
CCn1ncc(CN2CCCC(CNC(=O)c3ccc(F)cc3)C2)c1C (stereo not given)	-3	-2	-3	/	-15	-4	/
CO[C@H]1CN(C)C(=O)c2ccc(NC(=O)C3CC3)cc2OC[C@@H](C)N(C(=O)c2ccccc2)C[C@H]1C	4	0	5	-9	0	-15	3
O=C(NCCCN1CCOCC1)[C@@H]1[C@@H](CO)[C@@H]2Cn3c(ccc(C4=CCCC4)c3=O)[C@H]1N2	2	-22	-28	-2	0	/	-3
Cc1cccn2c(=O)c(/C=C(\C#N)C(=O)NCc3ccco3)c(N3CCOCC3)nc12	-3	0	-1	/	4	3	/
CC(C)C(=O)Nc1c2c(nn1-c1ccc(F)cc1)CSC2	-2	-2	-20	10	3	10	-9
COc1ccc(C(C(=O)NCC2CCCO2)N(Cc2cccs2)C(=O)c2snc(C(N)=O)c2N)cc1OC (stereo not given)	2	-1	-8	-3	10	-2	0
COc1ccc(Cn2cccc(NC(=O)Nc3ccc(C#N)cc3)c2=O)cc1	/	/	/	-15	/	9	15
Cc1nnc(SCC(=O)O)o1	1	-1	0	/	-22	-11	/
CC(C)c1nc(C#N)c(N2CCOCC2)o1	-99	-6	-1	/	7	-4	/
O=c1c2ccccc2[nH]c(=S)n1CCCN1CCN(c2ccccc2)CC1	2	-1	-2	-14	-1	-6	6
C[C@H](O)C#Cc1ccc([C@@H]2[C@H]3CN(C(=O)c4cccc(F)c4)CCCCN3[C@H]2CO)cc1	1	4	-4	0	6	/	6
O=C(N1CCOCC1)N1CCC(NC(=O)C23CC4CC(CC(C4)C2)C3)CC1	/	/	/	12	/	-1	-5
COc1ccc(S(=O)(=O)N2C[C@H]3CON(C)[C@H]3C[C@H]2c2cccc(Br)c2)cc1	-1	-5	3	7	-3	3	-1
COc1ccc(C)cc1NC(=O)CNc1ccccc1CN(C)C1CCCCC1	0	-1	2	7	13	/	-8
COC(=O)[C@H]1[C@@H](C)N(CCc2cc(OC)c(OC)c(OC)c2)C(=O)N[C@H]1c1ccccc1	0	/	-2	-2	15	23	-2
CCc1nc2ccc(C(=O)NCCOc3ccc(OC)cc3)cn2c1N(C)C(=O)COc1ccccc1	-4	1	-4	-40	-10	1	-2
O=C(Oc1ccc2c(c1)OCO2)c1ccncc1	2	-6	0	7	-10	/	2
CC(=O)c1cccc(NC(=O)Nc2csc3c2CCCC3)c1	-3	1	0	-9	/	4	19
CC(=O)N1N=C(c2ccc(C)cc2)OC1c1cccnc1 (stereo not given)	0	14	-1	/	-11	-3	/
CN1C(=O)CSC1=NCC12CC3CC(CC(C3)C1)C2	2	-9	3	-40	8	/	-7
COc1ccc(C(C)=O)cc1COC(=O)CCNS(=O)(=O)c1ccc(C)c(C)c1	1	11	-4	0	-15	-1	-2
C[C@@H]1CN([C@@H](C)CO)S(=O)(=O)c2ccc(-c3cccnc3)cc2O[C@@H]1CN(C)C(=O)NC1CCCC1	-1	-1	1	-7	4	-3	1
O=C(C[C@H]1CC[C@@H]2[C@H](COC[C@@H](O)CN2C(=O)c2ccncc2)O1)Nc1ccc(-c2ccccc2)cc1	2	8	4	-18	-22	19	1
CC(=O)c1ccccc1NC(=O)CSc1nc2ccccc2c(=O)n1CCCN1CCOCC1	-6	/	-4	6	-5	/	-2

Other compounds.
molecule	CASP6 VEID inh	SIRT5 inh	S100A4 MyoIIA	Statin myotox sup	LGR2 inh	FN deposit inh	esBAF inh
CC=Cc1ccc2n(c1=O)C[C@@H]1[C@@H](CO)[C@H](C(=O)NCC)N(CCC(F)(F)F)[C@H]21 (mixture of isomers)	0	1	-1	-5	-4	/	1
COc1ccc(CN(C)C[C@H]2Oc3ccc(NS(=O)(=O)c4c(C)noc4C)cc3CC(=O)N([C@H](C)CO)C[C@@H]2C)cc1	-1	7	3	52	-9	-1	2
Cc1cc(/C=C(\C#N)C(=O)Nc2ccc(Cl)cc2)c(C)n1-c1ccc(N2CCOCC2)c([N+](=O)[O-])c1	-4	-1	-2	/	39	2	/
C[C@@H]1CN([C@@H](C)CO)C(=O)c2cc(NS(C)(=O)=O)ccc2O[C@H]1CN(C)Cc1ccc(-c2ccccc2)cc1	1	2	-6	11	17	11	-1
CCN1C(=O)C(=O)N(CC(=O)c2[nH]c(C)c(C(C)=O)c2C)C1=O	0	2	-3	-2	-13	-4	8
C[C@H]1CN([C@@H](C)CO)C(=O)Cc2cc(NC(=O)Nc3ccc(F)cc3)ccc2O[C@H]1CN(C)S(=O)(=O)c1ccc(Cl)cc1	-2	4	0	-202	-10	/	9
CN(C)c1cccc2c1c(NC(=O)c1ccc(F)cc1)nn2C	6	0	31	19	6	9	-5
O=C(Nc1ccc(CN2CCS(=O)(=O)CC2)cc1)c1ccc(F)cc1	-4	-3	-2	/	-8	6	/
COc1ccc(OC)c(S(=O)(=O)n2ccnc2C(C)C)c1	-4	9	-1	0	1	3	-4
NS(=O)(=O)c1ccc(CCNC(=O)C2CCN(S(=O)(=O)c3c(Cl)cccc3Cl)CC2)cc1	1	2	7	-1	-12	4	-3
CCSc1nnc(NC(=O)CCNS(=O)(=O)c2ccccc2F)s1	/	-4	4	0	-1	1	4
OC[C@@H]1CN(Cc2ccco2)C[C@H](n2cnc3c(NC4CCC4)ncnc32)O1	-1	1	1	-4	-8	0	-8
